CHRM4 antagonist – antagonists of human muscarinic M4 receptor (CHRM4). CHO-hM4 cells, ACh EC80, Fluo-8 calcium fluorescence. inhibition, % at 3 µM. hit rate 0.73% among 360,000. AID 624125;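 active = inhibition above its plate's cutoff, the mean inhibition of sample wells plus 3 SD, cut at about 27% in these data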;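 note: 0% = acetylcholine EC80 with DMSO and 100% = DMSO without agonist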
Target sequence (P08173 whole entry, looked up): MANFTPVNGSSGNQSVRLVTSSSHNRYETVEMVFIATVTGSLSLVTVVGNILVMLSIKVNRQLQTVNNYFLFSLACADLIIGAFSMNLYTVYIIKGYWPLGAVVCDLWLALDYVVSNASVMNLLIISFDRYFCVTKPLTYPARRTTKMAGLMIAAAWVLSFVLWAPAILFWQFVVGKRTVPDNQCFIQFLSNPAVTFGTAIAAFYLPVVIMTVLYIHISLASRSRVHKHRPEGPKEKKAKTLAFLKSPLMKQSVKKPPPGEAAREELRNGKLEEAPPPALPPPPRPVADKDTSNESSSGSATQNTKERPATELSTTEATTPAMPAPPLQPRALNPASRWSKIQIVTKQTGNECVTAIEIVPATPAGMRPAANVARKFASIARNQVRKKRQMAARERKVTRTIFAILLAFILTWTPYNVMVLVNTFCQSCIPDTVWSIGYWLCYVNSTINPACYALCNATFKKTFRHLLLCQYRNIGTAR
IDE inh – cellular human IDE inhibition. P14735. HEK cells, FAbetaB cleavage, fluorescence polarization. inhibition, % at 5.59 µM. hit rate 0.41% among 320,000. AID 434962;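 active = percent inhibition above the average of all tested compounds plus 3 SD, set per screening campaign, cut at about 16% in these data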;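 note: IDE supplied by intact live HEK cells; FP after avidin binding of uncleaved biotin substrate so inhibition keeps polarization high; 0% = DMSO wells and 100% = 60 µM reference IDE inhibitor Ii1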
CHRM4 agonist – CHRM4 agonism in calcium assay. P08173. CHO-K1 hM4/Gqi5, Fluo-8 calcium fluorescence; vehicle 0%, full acetylcholine response 100%. activation, % at 3 µM. hit rate 0.14% among 360,000;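 active = activation above the run mean over all test wells plus 3 SD, cut at about 32% in these data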;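 note: peak over basal fluorescence ratio per well then scaled between controls; 0% = DMSO wells and 100% = acetylcholine at EC100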
CHRM4 PAM – CHRM4 positive allosteric modulation; CHO-K1 hM4/Gqi5, Fluo-8 calcium fluorescence, ACh EC20; 0% = ACh EC20, 100% = maximal ACh; AID 624126; activation, % at 3 µM; P08173; hit rate 0.4% among 360,000;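 active = activation above its plate's cutoff, the mean activation of sample wells plus 3 SD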; note: some results filed as inactive read as strong as hits
CRFR2-BP antag – antagonists of CRF-binding protein/CRF-R2 receptor complex; AID 588475; HEK293 CRF-R2/CRF-BP, CRF-induced calcium fluorescence; inhibition, % at 11.8 µM; hit rate 0.59% among 350,000;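 active = inhibition of the ligand-induced calcium signal above about 50% at the single tested concentration, limit read from the data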
CHRM5 agonist – agonists of human muscarinic M5 receptor (CHRM5) | P08912 | CHO-K1 hM5 cells, Fluo-8 calcium fluorescence; 0% DMSO wells, 100% maximal acetylcholine response | activation, % at 3 µM | hit rate 0.19% among 360,000;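 active = activation above the run's mean over test compounds plus 3 SD, cut at about 23% in these data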;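 note: signal is peak over basal fluorescence ratio across the kinetic read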
Target sequence (P08912 whole entry, looked up): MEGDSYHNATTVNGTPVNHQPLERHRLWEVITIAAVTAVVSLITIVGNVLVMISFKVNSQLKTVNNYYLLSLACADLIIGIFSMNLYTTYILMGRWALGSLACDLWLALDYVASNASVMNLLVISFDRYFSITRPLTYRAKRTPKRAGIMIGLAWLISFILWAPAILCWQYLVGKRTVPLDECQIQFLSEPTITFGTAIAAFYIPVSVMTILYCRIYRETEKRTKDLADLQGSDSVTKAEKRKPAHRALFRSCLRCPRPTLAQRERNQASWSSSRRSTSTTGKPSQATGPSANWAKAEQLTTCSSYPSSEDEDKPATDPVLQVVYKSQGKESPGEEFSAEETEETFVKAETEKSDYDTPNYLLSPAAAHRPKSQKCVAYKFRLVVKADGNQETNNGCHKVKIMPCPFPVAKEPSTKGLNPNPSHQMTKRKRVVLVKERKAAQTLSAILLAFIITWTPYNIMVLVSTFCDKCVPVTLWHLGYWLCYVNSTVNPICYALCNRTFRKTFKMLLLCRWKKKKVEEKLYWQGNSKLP
M5 PAM – CHRM5 positive allosteric modulation | hit rate 0.3% among 360,000 | CHO-K1 hM5, Fluo-8 calcium, ACh EC20 PAM; 0% = ACh EC20, 100% = ACh EC100 | activation, % at 3 µM;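 active = activation above the run cutoff, the mean activation of all test compounds plus 3 SD, cut at about 18% in these data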
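System – CHO-K1 hM5 cells · Compound – 3 µM, single dose · Incubation – compound preincubation 140 s before EC20 acetylcholine addition · Technique – Fluo-8 calcium fluorescence · Measure – Max/basal fluorescence ratio as % of EC20–EC100 ACh window · Benchmarks – low control EC20 acetylcholine (0%), high control EC100 acetylcholine (100%) · Replication – singlicate, one well per test compound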
CRFR2-BP ag – agonists of human CRF-binding protein/CRF-R2 receptor complex; HEK293 CRF-R2/CRF-BP, calcium dye fluorescence (FLIPR); percent of saturating CRF peptide response; activation, % at 13.2 µM; hit rate 0.46% among 350,000; AID 588473;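 active = activation of at least 50%, plus an integration ratio under a set limit after plate pattern correction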;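 note: plate controls were neutral control wells without compound for no effect and CRF at EC100 for full effect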
CHRM5 antagonist – antagonists of human muscarinic M5 receptor (CHRM5); P08912; CHO-hM5 cells, Fluo-8 calcium fluorescence, ACh EC80; inhibition, % at 3 µM; hit rate 0.59% among 360,000; AID 624040;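 active = inhibition above a per-plate cutoff, the mean of that plate's test compounds plus 3 SD, cut at about 27% in these data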;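 note: 0% = acetylcholine EC80 with DMSO and 100% = DMSO without agonist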
An asterisk follows results filed as active; / = not tested or not shown.

SMILES	CHRM4 antagonist	IDE inh	CHRM4 agonist	CHRM4 PAM	CRFR2-BP antag	CHRM5 agonist	M5 PAM	CRFR2-BP ag	CHRM5 antagonist
CSCCC(NC(=O)c1ccccc1)C(=O)N(C)CC(=O)Nc1ccc(N2CCOCC2)cc1 (stereo unspecified)	-18	-3	13	-4	0	2	-6	1.3	1
O=C(N/N=C/c1ccsc1)c1cc2ccccc2o1	-12	-26	3	10	-14	-1	3	-0.5	1
O=C(O)C1C2C=CC(C2)C1C(=O)NCCc1ccncc1 (stereo unspecified)	10	2	0	7	9	0	-1	0.7	-2
Cc1ccc(NC(=O)CSc2nn(-c3ccc(Cl)cc3)c(=S)s2)cc1S(=O)(=O)N(C)C	4	5	9	-10	-38	-1	-16	6.5	16
CC1CC(C)CN(CCCNS(=O)(=O)c2cc(Br)cc3c2N(C(=O)C2CC2)CC3)C1 (stereo unspecified)	-1	0	-1	-4	8	-8	0	-0.1	7
COc1ccccc1-c1nnc2n1N=C(c1ccc(O)c(O)c1)CS2	9	-3	-1	9	14	2	1	-0.7	2
O=[N+]([O-])c1nn(-c2ccccc2)n(O)c1=NCCc1ccccc1	-2	0	3	1	19	-2	1	-0.6	-1
C[C@@H]1CN([C@H](C)CO)C(=O)CCCn2nncc2CO[C@@H]1CN(C)C(=O)c1cc(-c2ccccc2)on1	1	/	0	3	9	0	0	-0.6	10
CCOC(=O)[C@]12CCCC=C1N(Cc1ccc(Cl)cc1Cl)C(=O)[C@H](CC(=O)NCc1cccc(C(F)(F)F)c1)C2	2	/	0	-1	/	0	0	/	0
Cc1ccc(C(=O)N2CCN(S(=O)(=O)N3CCCCCC3)CC2)cc1	-3	-1	1	-3	-1	-1	-1	0.1	9
O=C(CSc1nnc(NC(=O)C2CCC2)s1)Nc1ccccc1F	-6	2	3	0	4	-1	2	-0.8	-4
Cc1cc(NC(=O)CSc2ccc(Cl)cc2)no1	8	3	-2	-6	-19	-1	2	0.0	-2
O=C(CN1CCN(c2ccccc2Cl)CC1)NC1CCCc2ccccc21 (stereo unspecified)	-4	1	-1	6	1	-2	-3	0.9	-1
O=C(CSc1nc2ccccc2c(=O)[nH]1)Nc1ccc(S(=O)(=O)N2CCCC2)cc1	6	3	0	-1	-6	1	2	-0.9	-3
Cc1ccc(-n2nnnc2SC(C)C(=O)NCC(=O)Nc2ccc(F)c(F)c2F)c(C)c1 (stereo unspecified)	-6	-1	5	-1	4	1	-6	-1.3	-6
COc1ccc(NC(=O)C(CC(C)C)NC(=O)C2CCCCC2)c(OC)c1 (stereo unspecified)	7	1	0	-5	-8	-2	-8	-11	18
CC1CC(C)(C)CC2(C1)NC(=O)N(CC(=O)Nc1nccs1)C2=O (stereo unspecified)	5	-3	0	-1	-7	-3	1	2.3	-1
COc1ccc(OC)c(NC(=O)CSc2nnc(N)s2)c1	2	-1	1	-3	-2	-1	4	-1.3	3
CC(C)c1cc(C(=O)N/N=C/c2c[nH]c3ccccc23)n[nH]1	-10	7	3	3	-20	-1	-2	-1.9	4
Cc1noc(C)c1S(=O)(=O)Nc1ccc(C(=O)O)cc1	0	3	1	10	15	-7	7	0.0	-1
O=C(COC(=O)/C=C/c1ccc(C(F)(F)F)cc1)NCCC1=CCCCC1	-6	1	1	11	6	-1	-2	0.8	-6
O=C(COc1cccnc1[N+](=O)[O-])Nc1cccc(Br)c1	-6	0	7	-2	3	3	-2	0.3	2
O=C(NN=C1CCCCCCCCCCC1)c1ccccc1F	-9	-4	2	8	-17	0	-3	1.9	-4
COc1ccccc1C(=O)Nc1ccnn1C1CCN(Cc2ccccc2OCCO)CC1	-9	-2	4	5	-3	-5	-6	-1.2	5
CN(C)S(=O)(=O)c1ccc(C(=O)NNC(=O)C23CC4CC(CC(C4)C2)C3)cc1	1	-2	1	1	-7	1	3	-1.1	6
O=C(Nc1ccc(S(=O)(=O)N2CCCCCC2)cc1)c1[nH]ncc1[N+](=O)[O-]	2	-6	11	-3	/	5	-3	/	-2
CCOc1ccc(NC(=O)c2ccc(NC(=O)Cc3n[nH]c(=O)c4ccccc34)cc2)cc1	12	5	0	8	-9	-5	12	0.0	-9
OCCC1CN(Cc2ccccc2O)CCN1CCc1ccccc1 (stereo unspecified)	-12	0	3	-5	-2	-8	-1	7.3	2
COc1ccc(CNC(=O)C2CCN(c3nnc(N4CCCC4=O)s3)CC2)cc1	-7	-2	7	-8	2	1	-8	-1.4	5
COc1cccc(NC(=O)CSc2nnc(Cn3cnc([N+](=O)[O-])n3)n2C)c1	-3	3	0	-9	12	-2	-5	-0.2	7
CC1CCCCN1CC(=O)Nc1ccccc1Sc1ccccc1 (stereo unspecified)	-6	1	-1	-12	-97	-7	-3	9.2	-13
CC(CC(=O)O)CC(=O)Nc1ccccc1C(=O)O (stereo unspecified)	1	1	0	2	-6	1	-3	0.0	3
Cn1c(CSc2ncccn2)nnc1SCC(=O)N1CCCC1	-2	-2	1	2	4	2	6	-4.9	5
O=C1CC(N(O)c2ccccc2)C(=O)N1c1cc(Cl)cc(Cl)c1 (stereo unspecified)	4	0	1	4	18	30*	-3	-3.1	-10
Cc1ccc2oc(C(=O)NC3CCS(=O)(=O)C3)c(C)c2c1 (stereo unspecified)	1	/	3	6	-2	-2	-6	-1.7	4
C/C(=C\CCC1(C)C2CC3C(C2)C31C)C(=O)O (stereo unspecified)	-17	5	9	7	16	-1	2	-1.0	-5
O=C1C(=Cc2cn(-c3ccccc3)nc2-c2ccc(OCc3ccccc3F)cc2)SC(=S)N1CCS(=O)(=O)O	-7	/	1	9	/	4	-1	/	-3
Cc1cc(Br)ccc1NC(=O)c1ccco1	-1	1	0	3	25	-5	1	-1.5	7
COc1ccc(-n2c(/C=C3\C(=O)N(C)c4ccccc43)nc3ccccc3c2=O)cc1	4	8	2	4	31	7	5	-0.2	0
CCCCSc1nnc(-c2ccccc2)c2ccccc12	-5	-3	-2	6	-28	-1	1	1.8	-1
O/N=C1\CCCc2ccccc21	-1	-2	1	-1	-18	2	7	-2.6	-8
COc1cccc(CC(=O)Nc2cc(S(=O)(=O)N3CCCCC3)ccc2C)c1	1	-1	2	0	-3	1	2	-0.1	-5
Cc1cc(Cl)ccc1OC(C)C(=O)NNC(=O)C1CCCCC1C(=O)O (stereo unspecified)	-14	/	2	7	-5	-5	0	-0.1	-9
O=c1c(C=Nc2ccc(Cl)cc2)c[nH]n1-c1cccc(Cl)n1	-10	0	0	0	13	-7	15	5.5	-3
CS(=O)(=O)N1CCC(C(=O)N2CCc3ccccc3C2)CC1	7	5	0	1	22	1	-5	0.4	8

Given bar-delimited: entries from further up
compound | CHRM4 antagonist | IDE inh | CHRM4 agonist | CHRM4 PAM | CRFR2-BP antag | CHRM5 agonist | M5 PAM | CRFR2-BP ag | CHRM5 antagonist
O/N=C1\CCCc2ccccc21 | -1 | -2 | 1 | -1 | -18 | 2 | 7 | -2.6 | -8
Cc1ccc2oc(C(=O)NC3CCS(=O)(=O)C3)c(C)c2c1 (stereo unspecified) | 1 | / | 3 | 6 | -2 | -2 | -6 | -1.7 | 4

Remaining list, next part:
SMILES	CHRM4 antagonist	IDE inh	CHRM4 agonist	CHRM4 PAM	CRFR2-BP antag	CHRM5 agonist	M5 PAM	CRFR2-BP ag	CHRM5 antagonist
CSc1ncccc1C(=O)NCC(c1cccs1)N1CCOCC1 (stereo unspecified)	-9	-3	11	0	-2	2	-11	-0.5	4
c1cc(CNCC2CCCO2)ccn1 (stereo unspecified)	15	1	1	2	19	-1	0	-2.3	-3
Cc1nnc(SCC(=O)N2CC(C)OC(C)C2)n1-c1ccccc1 (stereo unspecified)	5	1	2	2	0	-1	2	-0.9	-5
COCCNC(=O)c1onc(CSc2ccc(F)c(F)c2)c1C(=O)O	-4	6	1	-1	2	2	-4	-2.3	14
Cc1cccc(NC(=O)CCc2c(C)nn(-c3ccc(N4CCOCC4)nn3)c2C)c1	-6	-2	5	-8	-4	-2	-8	0.3	12
CCCCSC1=N/C(=C/c2ccsc2)C(=O)N1c1ccccc1	-4	-4	0	0	-19	-4	-1	0.8	-1
COCCCN1C(=O)c2[nH]nc(-c3ccccc3O)c2C1c1ccc(Cl)cc1 (stereo unspecified)	-23	3	3	6	1	-5	-3	-1.0	3
CC(=O)c1ccc(NC(=O)N2CCc3ccccc3C2)cc1	-3	0	3	-7	16	-5	0	-3.4	2
O=C(NNS(=O)(=O)c1ccccc1[N+](=O)[O-])c1cccnc1	7	4	0	3	8	3	16	-5.4	-4
COc1cc(C(=O)Nc2ccc(N(C)C)cc2)cc(OC)c1OC	-8	1	1	10	44	0	-3	0.7	-6
O=C(NCC1(N2CCOCC2)CCCCC1)c1cccc(S(=O)(=O)Nc2ccc(F)cc2)c1	14	-3	3	-3	-23	-2	4	4.6	14
O=C1NC(=O)c2cc([N+](=O)[O-])cc3cccc1c23	-13	/	1	1	-3	4	10	5.1	-5
Cn1c(CCNC(=O)c2ccco2)nc2cc(NS(=O)(=O)c3ccc(Cl)cc3)ccc21	9	1	5	-10	-19	-4	-13	-0.8	26
Cc1cc(SCC(=O)N(C)C2CCCCC2)nc2ccccc12	-9	0	0	4	-9	0	4	-0.1	2
COc1ccc(CN2CCC(C(=O)NC(C)c3cccc4ccccc34)CC2)cc1 (stereo unspecified)	-2	/	3	-1	/	-1	-3	/	5
C=C(C)COc1ccc(-c2[nH]ncc2-c2ccccc2)c(O)c1	5	-7	0	-3	9	-5	-7	1.5	0
COc1ccc(CN/C(C)=C(/C#N)C(N)=O)cc1OC	5	-6	3	10	3	0	-1	-0.6	-5
CCc1ccc(NC(=O)CCc2nc3ccccc3[nH]2)cc1	1	-2	2	7	-16	0	5	1.4	5
O=C(Nc1cc(SCCO)cc([N+](=O)[O-])c1)c1ccc(Br)o1	-4	-8	7	-2	-16	3	-4	1.6	-1
O=[N+]([O-])c1cccc2c(Cl)ccnc12	-7	-4	0	8	-4	0	3	-1.0	9
C=C1CC[C@@]23CC[C@]4(C)[C@@](OC2=O)([C@@H]3C1)[C@H]1O[C@H]1C1[C@@]2(C)CC[C@H](O)C(C)(C)C2CC[C@]14C (stereo partly specified)	2	0	0	1	-7	3	-2	-1.6	-2
O=C1c2ccccc2C(Nc2ccc(S(=O)(=O)N3CCOCC3)cc2)N1Cc1ccco1 (stereo unspecified)	13	2	2	-9	-22	1	-1	0.2	-1
CC(=O)NN1C(=O)/C(=C\c2ccc(Br)o2)SC1=S	3	6	1	-1	27	2	-5	-3.2	17
O=c1nc(-c2ccccc2)n(-c2ccccc2)c2ncccc12	8	-7	-2	3	-42	1	-6	-0.8	6
CC(NC(=O)c1ccco1)c1ccc2c(c1)OCO2 (stereo unspecified)	-2	-3	0	-4	14	-2	0	-0.8	-6
COc1ccc(N2C(=NC(C)=O)SC3CS(=O)(=O)CC32)cc1OC (stereo unspecified)	-9	2	1	4	4	-1	-4	-1.3	-4
O=C(O/N=C1/CCSc2ccccc21)c1ccc(F)cc1	2	-4	3	0	-8	-3	-9	-0.3	5
CC(=O)Nc1ccc(S(=O)(=O)NCCSc2ccccn2)cc1	0	1	2	3	5	-2	11	-0.5	-4
